Jurkat NFkB inh: lowers PMA/ionomycin-induced NF-kB signal in Jurkat cells | PMA/ionomycin-induced NF-kB luciferase reporter, luminescence | inhibition, % at 4 µM | 330,000 tested, 0.53% active; in the data active = inhibition above about 50%
CCR6 antagonist: CCR6 (human) receptor antagonism; P51684; CHO-K1 CCR6 PathHunter beta-arrestin, luminescence, CCL20-stimulated; inhibition, % at 20 µM; 340,000 tested, 0.49% active; AID 493098;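 active = compounds whose inhibition of the agonist-driven luminescence signal at 20 µM reaches about 50%, limit read from the data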;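 also: cells stimulated with CCL20 at 14 nM final; plate controls were DMSO with CCL20 for no effect and DMSO without agonist for full effect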
Target sequence (P51684 whole entry, looked up): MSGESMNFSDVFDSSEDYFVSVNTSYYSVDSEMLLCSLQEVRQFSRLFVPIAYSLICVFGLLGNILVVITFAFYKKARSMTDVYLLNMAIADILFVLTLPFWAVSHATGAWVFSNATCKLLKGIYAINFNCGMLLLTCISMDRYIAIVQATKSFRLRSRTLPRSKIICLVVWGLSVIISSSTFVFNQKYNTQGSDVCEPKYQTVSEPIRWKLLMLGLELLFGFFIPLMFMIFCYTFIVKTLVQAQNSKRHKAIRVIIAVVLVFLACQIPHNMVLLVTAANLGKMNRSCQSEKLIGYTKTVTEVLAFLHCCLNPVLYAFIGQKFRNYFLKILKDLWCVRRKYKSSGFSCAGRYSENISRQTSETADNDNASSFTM
CHOP UPR activ: activators of apoptotic arm of unfolded protein response (CHOP) | 330,000 tested, 0.34% active | activation, % at 10 µM | CHO-CHOP luciferase reporter, UPR activation, luminescence; percent of tunicamycin response over DMSO baseline;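 active = at 10 µM dose, activation of 40% or more, normalized to positive control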;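 also: 100% = tunicamycin at 10 µg/mL and 0% = DMSO alone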
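System: CHO CHOP reporter cells. Amount: 500 cells per well. Buffer or medium: F12 medium, 10% FBS. Compound dosing: one dose, 10 µM in 0.5% DMSO. Incubation: 6 h compound exposure at 37 °C after overnight seeding. Technique: Steady-Glo luciferase luminescence. Benchmarks: tunicamycin and DMSO controls.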
Mdm2-MdmX inh: disrupts the human Mdm2-MdmX interaction. O15151+Q00987. SaOS-2 split-luciferase Mdm2/MdmX complementation, luminescence. inhibition, % at 8 µM. 330,000 tested, 3% active. AID 485346;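 active = inhibition of at least 50% at 8 µM in the primary screen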
Gli-Sufu antag: blocks Gli-Sufu signaling in a luciferase reporter; Sufu-KO-LIGHT fibroblasts, Gli luciferase reporter luminescence; inhibition, % at 5 µM; 340,000 tested, 0.74% active;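 active = inhibition above about 55%, limit read from the data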;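 also: 0% = DMSO-treated cells and 100% = wells with medium but no cells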
EBI2 antag: blocks human EBI2 receptor beta-arrestin signaling. EBI2 beta-arrestin recruitment, luminescence, 7a,25-OHC stimulated. 360,000 tested, 0.81% active. P32249. AID 651636. inhibition, % at 5 µM; in the data active = inhibition above about 38%;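 also: enzyme fragment complementation signal reports receptor beta-arrestin coupling in cells; 0% = agonist plus DMSO wells and 100% = wells without agonist; some results beyond the cut were filed as inactive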
Target sequence (P32249 whole entry, looked up, the tested form may be a part): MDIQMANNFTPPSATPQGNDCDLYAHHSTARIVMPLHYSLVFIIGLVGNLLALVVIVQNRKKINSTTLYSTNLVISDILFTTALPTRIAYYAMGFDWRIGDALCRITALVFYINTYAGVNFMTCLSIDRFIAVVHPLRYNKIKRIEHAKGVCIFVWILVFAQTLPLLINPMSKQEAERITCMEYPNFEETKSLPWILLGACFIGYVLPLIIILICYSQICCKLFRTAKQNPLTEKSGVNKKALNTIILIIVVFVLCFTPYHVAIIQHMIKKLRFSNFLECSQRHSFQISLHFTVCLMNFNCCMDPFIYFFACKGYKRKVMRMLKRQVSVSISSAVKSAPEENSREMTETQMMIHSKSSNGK
UPR XBP1 act: adaptive UPR (XBP1) activation; CHO-XBP1 luciferase reporter, IRE1-XBP1 UPR activation, luminescence; percent of tunicamycin response, DMSO as zero; activation, % at 20 µM; 330,000 tested, 0.33% active;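 active = versus positive control, 20 µM dose yields 30% or more activation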;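 also: 100% = tunicamycin at 10 µg/mL and 0% = DMSO only wells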
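Material: CHO-XBP1 cells stably carrying IRE1-XBP1-driven luciferase reporter / Amount: 1000 cells per well / Compound: 20 µM, 1% DMSO / Times: 6 h treatment, 37 °C / Detection: luciferase luminescence / Measure: % activation of reporter signal versus tunicamycin and DMSO controls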
CXCR6 block: blocks human CXCR6 beta-arrestin recruitment; O00574; inhibition, % at 20 µM; AID 602244; 360,000 tested, 0.36% active; CHO-K1 PathHunter CXCR6 beta-arrestin, luminescence; in the data active = inhibition above about 34%, passing the limit was not always enough;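 also: antagonist mode with CXCL16 agonist at 10 nM final; 0% = 10 nM CXCL16 with DMSO and 100% = unstimulated wells without agonist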
697 NFkB inh: inhibitors of the PMA/ionomycin-induced NF-kB reporter in 697 B cells; 697 B-cell NF-kB luciferase reporter, 16 h; inhibition, % at 4 µM; 330,000 tested, 0.33% active; AID 435022; in the data active = inhibition above about 35%
Starred values were filed as active, the others as inactive; / = not tested or not shown; & = joins results of further samples.

SMILES	Jurkat NFkB inh	CCR6 antagonist	CHOP UPR activ	Mdm2-MdmX inh	Gli-Sufu antag	EBI2 antag	UPR XBP1 act	CXCR6 block	697 NFkB inh
CN(C)c1ccc(S(=O)(=O)NCC(=O)N2CCN(S(=O)(=O)c3cccc(F)c3)CC2)cc1[N+](=O)[O-]	/	11.1	/	/	-0.6	5.0	/	4.3	/
COc1ccc(C2/C=C\CN(C(=O)OCC3c4ccccc4-c4ccccc43)CC(=O)N2Cc2cccc(F)c2)cc1 (configuration not stated)	/	18.6	2.7	23.1	5.3	18.5	1.3	3.6	-9.8
O=c1c(F)cn(C2CCCO2)c(=O)n1Cc1ccccc1F (configuration not stated)	10.0	-0.8	-0.2	-8.3	-3.6	-3.4	2.5	-2.7	-15.6
CCOC(=O)CSc1nc2ccccc2c(=O)n1CCC(=O)NCCc1ccc(OC)c(OC)c1	-18.4	1.9	-2.2	-15.7	4.1	-3.3	-2.3	1.3	-16.8
CC(C)(C)C(=O)Nc1ccc2c(c1)-c1cc(NC(=O)C(C)(C)C)ccc1C2	-20.7	3.2	6.2	18.9	5.0	1.7	8.6	-6.1	-48.6
CN(C(=O)c1cccc(NC(=O)Cc2ccc(NC(=O)C3CCCN(S(=O)(=O)c4cccc([N+](=O)[O-])c4)C3)cc2)c1)C1CCCC1 (configuration not stated)	/	10.1	/	/	4.5	2.7	/	1.9	/
COc1cc(Nc2ccc(C(=O)O)cc2[N+](=O)[O-])cc(OC)c1	-18.7	18.8	-0.8	5.6	4.2	-1.6	3.5	12.0	-3.7
O=c1[nH]c2ccc(S(=O)(=O)Nc3ccc(-c4nnc5n4CCCCC5)cc3)cc2o1	7.5	-2.2	2.5	15.9	-2.0	-1.5	-0.7	3.9	25.3
O=C(CCC(=O)Nc1ccc(Cl)cc1Cl)NNC(=O)Nc1ccccc1	-16.7	1.6	-1.1	4.5	-1.3	6.0	-1.7	0.8	10.1
CCOC(=O)c1cnc(SCc2nc(N)nc(Nc3ccc(C)cc3)n2)nc1N	42.4	-11.5	0.9	42.9	-3.2	8.7	8.0	-5.3	-23.8
COc1cc2c(cc1OC)-c1cc(Nc3ccccc3C)nc(=O)n1CC2	-7.6	3.3	-0.6	19.4	-5.0	5.3	2.4	-8.5	19.1
Cc1cc(NC(=O)Cc2cn3ccsc3n2)n(-c2ccccc2)n1	-1.4	4.0	-2.4	21.4	-13.9	-11.2	-0.6	4.4	18.9
Cc1ccc(NC(=O)/C(=C/c2cccc(Br)c2)NC(=O)c2ccco2)cc1	-4.8	14.5	-2.5	19.3	5.0	1.7	-0.8	-0.6	14.0
O=C1CCc2cc(NS(=O)(=O)c3ccc(Cl)cc3)cc3c2N1CC3	-7.4	3.0	-1.0	-14.2	5.7	-5.7	-3.6	2.1	-19.2
Cc1nc(C)c(-c2nnc(-c3ccccc3Cl)o2)cc1C(=O)NN	2.1	-7.8	-0.5	14.3	2.3	3.6	0.7	7.8	11.5
COC(=O)C1=C(C)NC(C)=C(C(=O)OC)C1C(=O)OC(C)C(=O)c1ccccc1 (configuration not stated)	1.6&-2.3	-5.4&-5.7	0.3&1.4	19.9&-7.1	-1.4&-12.9	-17.6&-0.7	0.2&0.9	-1.7&5.9	16.9&5.9
COc1ccc(Nc2nnc(Cc3ccccc3)c(=O)[nH]2)c(OC)c1	16.1	9.9	-1.1	3.4	6.9	3.2	0.3	-0.3	-21.5
O=C(COC(=O)/C=C/c1ccc(S(=O)(=O)N2CCCCCC2)cc1)NCc1ccccc1Cl	22.3	13.9	-0.4	-2.3	-8.8	2.2	-2.5	4.1	2.3
COC(=O)c1cn(-c2nc(C)c3c(n2)CCC3)nn1	3.0	-16.4	3.1	-9.8	2.3	-8.7	-0.6	-14.1	-0.3
CCOC(=O)N1CCC(NC(=O)CSCc2cnn(-c3ccccc3)c2-n2cccc2)CC1	-3.2	-19.3	1.0	3.7	-4.1	-1.7	-0.9	6.7	15.2
COc1ccc(C(=O)OCc2cc(=O)n3c(C)csc3n2)cc1F	-19.3	5.5	7.3	-23.2	-26.1	5.8	0.0	1.8	20.8
COc1cc2c(c(OC)c1OC)-c1ccc(N(C)CC(OC)OC)c(=O)cc1[C@@H](NC(C)=O)CC2	46.8	-4.0	-2.4	67.6*	57.3*	-2.6	-1.9	-6.1	-197.3
CN1CCN(C(=O)CCCN2C(=O)/C(=C/c3ccccc3)SC2=S)CC1	-1.8	8.2	2.7	52.5*	-3.2	0.5	-3.8	-16.5	-16.5
CN(CC(=O)Nc1ccccc1Br)C(=O)c1ccncc1	0.2	-16.4	-1.8	6.6	-15.5	-4.8	-1.0	-9.7	-5.6
CCN(CC)c1ccc(-c2nnc(SCC(=O)Nc3ccccc3C#N)n2-c2ccccc2)cc1	0.5	-3.2	0.9	35.1	21.4	2.7	-2.6	21.9	-12.9
CCCSC1=C(C#N)C(c2cccnc2)C(C(=O)OCC)=C(c2ccccc2)N1 (configuration not stated)	-1.1	45.5	3.7	6.1	-59.2	8.5	-1.9	-1.8	-13.9
CCOC(=O)c1c(C)[nH]c(-c2csc(C)n2)c1C	-20.9	10.8	5.9	-9.3	-10.3	8.2	7.2	-3.4	-27.3
Cc1nc(N2CCN(C(=O)c3ccco3)CC2)nc2c1C(=O)CC(C)C2 (configuration not stated)	8.3	13.6	1.8	-1.2	-1.1	-1.9	-2.1	1.6	-4.2
CC(=O)N1CCN(S(=O)(=O)c2cccc(C(=O)Nc3nc4ccccc4[nH]3)c2)CC1	-9.7	3.2	-0.8	18.1	4.4	2.4	-0.5	-4.5	0.2
CCOc1ccc(N2C(=O)c3cccnc3C2Nc2ccc(C)cc2)cc1 (configuration not stated)	2.5	-7.5	0.7	19.5	-5.2	-24.4	-1.1	13.1	8.2

Only Gli-Sufu antag and CXCR6 block (3 entries from above):
structure	Gli-Sufu antag	CXCR6 block
CCCSC1=C(C#N)C(c2cccnc2)C(C(=O)OCC)=C(c2ccccc2)N1 (configuration not stated)	-59.2	-1.8
CCOC(=O)c1c(C)[nH]c(-c2csc(C)n2)c1C	-10.3	-3.4
Cc1nc(N2CCN(C(=O)c3ccco3)CC2)nc2c1C(=O)CC(C)C2 (configuration not stated)	-1.1	1.6

Remaining list, next part:
SMILES	Jurkat NFkB inh	CCR6 antagonist	CHOP UPR activ	Mdm2-MdmX inh	Gli-Sufu antag	EBI2 antag	UPR XBP1 act	CXCR6 block	697 NFkB inh
CC(C)=N/N=C(\c1cccc([N+](=O)[O-])c1)C12CN3CN(CN(C3)C1)C2	-0.6	9.8	2.4	0.2	-0.1	-0.3	-3.4	4.2	-2.0
CC1(C)Cc2c(sc3nc(SCC(=O)NCc4ccco4)n(-c4ccccc4)c(=O)c23)CS1	-15.0	7.9	-2.9	-13.8	-18.7	6.7	-3.2	11.0	-4.5
CCC1=NN(C(=O)Cc2ccc([N+](=O)[O-])cc2)C(O)(C(C)(C)C)C1 (configuration not stated)	0.5	14.5	0.0	-1.1	-3.8	-3.2	-1.0	3.0	6.0
CC(C)C[C@@H](NC(=O)C1CCC(CNC(=O)[C@@H]2CCCN2C(=O)OC(C)(C)C)CC1)C(=O)O (some centres not stated)	0.4	1.4	-0.5	-7.8	29.6	-1.1	3.8	-0.8	2.2
Cc1cccc(OCc2ccc(C(=O)N3CCOCC3)o2)c1	-6.0	-6.9	2.7	9.3	5.7	-0.6	-3.3	3.9	-4.5
Cc1ccc(NC(=O)N2CCN(C(=O)C3CCCO3)CC2)cc1 (configuration not stated)	-4.1	1.9	2.7	13.1	-16.8	-1.4	-5.0	5.5	-14.3
C[C@H](NC(=O)c1nc[nH]c1C(=O)N1CCc2ccccc2C1)C(=O)OCc1ccccc1	-3.4	3.2	1.3	20.4	-9.9	-8.1	-4.0	-5.8	11.0
COc1cc2c(cc1NC(=S)NC(=O)c1c(OC)cccc1OC)oc1ccccc12	-2.8	-4.1	-0.5	23.1	18.0	16.5	-2.0	1.0	17.7
O=C(CSCc1cccs1)N1CCCC1	-37.8	-19.5	3.2	-29.5	6.8	-4.1	0.5	-4.4	-24.0
O=C(c1cc(C2CC2)on1)N1CCCC(N2CCN(c3ccc(F)cc3)CC2)C1 (configuration not stated)	2.9	1.9	0.5	14.3	6.6	0.0	-3.4	7.0	8.1
COc1ccc(C(C(=O)NC2CCCC2)N2CCc3ccccc32)cc1 (configuration not stated)	-7.3	14.0	0.1	15.7	12.1	6.1	0.2	6.9	7.3
COC(C[C@H]1O[C@@H]1[C@@H](O)COCc1ccccc1)OC	12.7	10.5	-1.3	8.9	-9.1	-2.5	0.4	-9.5	17.8
COc1ccc(C)cc1NC(=O)C(Sc1nnnn1C)c1ccccc1 (configuration not stated)	0.0	13.5	0.3	17.3	-3.3	-7.8	-4.6	-2.3	2.3
C=C(CN(C)C)C(=O)c1ccc(OC2OC(COC(C)=O)C(OC(C)=O)C(OC(C)=O)C2OC(C)=O)cc1 (configuration not stated)	/	100.0*	/	/	51.0	72.2*	/	89.6*	/
COc1ccccc1NC(=O)CN1CCN(c2ccccc2OC)CC1	10.0	14.3	-2.0	24.5	7.7	-3.1	-2.6	-10.8	2.2
COc1ccccc1C1CCN(c2ccc(CO)cc2[N+](=O)[O-])CC1	-0.9	26.1	5.0	21.4	1.1	-14.8	-0.1	-2.1	15.1
COC(=O)c1cc(S(=O)(=O)NCc2ccc(Br)cc2)c[nH]1	-11.4	12.8	2.4	-1.3	-12.5	-3.5	-6.7	-1.9	-60.5
CC(C)(C)OC(=O)N/N=C/c1cccc([N+](=O)[O-])c1	-82.8	11.1	4.4	-36.1	-38.6	2.7	-0.5	0.8	-93.5
CCOC(=O)C(=N/O)/C(C)=N/NC(=O)C(=O)Nc1cc(Cl)ccc1Cl	-7.9	16.8	-1.9	27.4	12.1	-10.8	-1.8	-0.1	-2.7
O=C(CCCn1c(=O)c2cccn2c2cccnc21)NCCc1ccc(Cl)cc1	-17.6	6.7	0.9	5.1	17.4	14.3	2.2	-0.1	-53.1
NC(=O)CC(NC(=O)c1cccc(Br)c1)c1ccc(N2CCCCCC2)c([N+](=O)[O-])c1 (configuration not stated)	4.5	13.8	-1.7	18.1	49.0	-14.8	7.7	5.6	-6.6
Cc1c(-n2cc(C(=O)O)c(=O)c3cc(F)c(N4CCCC4)c(F)c32)c(=O)n(-c2ccccc2)n1C	0.3	-2.0	0.2	-1.8	0.1	-4.7	-2.5	-7.9	17.1
CCS(=O)(=O)N1CCC(C(=O)Oc2ccc(C)c(C)c2)CC1	5.2	0.2	-0.4	14.6	2.5	-4.6	2.1	-2.0	13.6
Cn1nc(C(=O)Nc2ccc3c(c2)OCCO3)c2ccccc2c1=O	-21.5	-0.8	-0.2	11.9	-4.2	5.4	1.0	-6.9	-3.8
NC(=O)CC(NC(=O)c1ccccc1)c1ccc(NC2CCCC2)c([N+](=O)[O-])c1 (configuration not stated)	9.2	19.0	2.3	11.9	2.8	-0.3	-1.3	16.8	-15.2
CN(Cc1cccs1)C(=O)Cn1cnc2cc([N+](=O)[O-])ccc2c1=O	-5.2	2.5	0.3	-4.3	4.3	-14.7	1.2	-4.9	7.2
